# OXTR agonist: activates the human oxytocin receptor; P30559; CHO-OTR cells, Fluo-8 calcium fluorescence; normalized: DMSO 0%, oxytocin 100%; activation, % at 3 µM; actives 0.32% (n = 320,000); AID 2435;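 active = activation above the mean of all tested compounds plus 3 SD, cutoff set per screening run, cut at about 20% in these data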;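 note: peak over basal fluorescence ratio from a 100 s FLIPR kinetic read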
# Target sequence (P30559 whole entry, looked up): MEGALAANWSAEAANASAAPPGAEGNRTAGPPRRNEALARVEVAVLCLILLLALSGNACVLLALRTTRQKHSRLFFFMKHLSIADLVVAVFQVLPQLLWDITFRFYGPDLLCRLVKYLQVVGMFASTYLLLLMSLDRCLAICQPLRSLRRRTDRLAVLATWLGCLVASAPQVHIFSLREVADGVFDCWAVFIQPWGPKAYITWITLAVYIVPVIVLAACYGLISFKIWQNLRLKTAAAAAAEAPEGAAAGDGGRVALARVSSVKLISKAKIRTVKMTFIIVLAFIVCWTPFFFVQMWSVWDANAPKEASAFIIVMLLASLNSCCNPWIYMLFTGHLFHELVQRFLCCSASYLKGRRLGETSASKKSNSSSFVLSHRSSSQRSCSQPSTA
# V1aR counter: activates human V1a receptor in oxytocin agonist counter-screen; P37288; activation, % at 3 µM; actives 0.25% (n = 320,000); CHO-V1R cells, Fluo-8 calcium fluorescence, agonist mode; 0% DMSO, 100% 3 nM vasopressin;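 active = activation above the mean activation of all tested compounds plus 3 SD, per screening run, cut at about 20% in these data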;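 note: signal is peak over basal fluorescence ratio across a 100 second FLIPR read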
# Target sequence (P37288 whole entry, looked up): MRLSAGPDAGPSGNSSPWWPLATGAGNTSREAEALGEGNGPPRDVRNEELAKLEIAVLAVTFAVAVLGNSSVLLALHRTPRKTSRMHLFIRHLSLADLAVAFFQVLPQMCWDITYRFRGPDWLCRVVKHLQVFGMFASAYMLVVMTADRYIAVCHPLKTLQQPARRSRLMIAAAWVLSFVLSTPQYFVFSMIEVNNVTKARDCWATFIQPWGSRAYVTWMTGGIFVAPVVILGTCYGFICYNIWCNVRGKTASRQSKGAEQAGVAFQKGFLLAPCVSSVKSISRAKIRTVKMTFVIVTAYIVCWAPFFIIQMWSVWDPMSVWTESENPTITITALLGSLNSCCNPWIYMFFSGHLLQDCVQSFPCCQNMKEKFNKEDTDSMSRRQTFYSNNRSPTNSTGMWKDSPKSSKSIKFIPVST
# GalR3 antag: blocks the human galanin receptor 3. inhibition, % at 3 µM. HEK293 GalR3-CNG cAMP membrane potential fluorescence; galR3 body fused to GalR1 C-terminus. actives 0.44% (n = 360,000);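 active = inhibition above the screen-wide average plus 3 SD, cut at about 13% in these data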;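 note: forskolin and galanin both at EC90 stimulate the cells; cAMP rise reported by CNG channel membrane potential dye signal; 0% = forskolin plus galanin with DMSO and 100% = forskolin alone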
# Target sequence (O60755 1-299 limits assumed): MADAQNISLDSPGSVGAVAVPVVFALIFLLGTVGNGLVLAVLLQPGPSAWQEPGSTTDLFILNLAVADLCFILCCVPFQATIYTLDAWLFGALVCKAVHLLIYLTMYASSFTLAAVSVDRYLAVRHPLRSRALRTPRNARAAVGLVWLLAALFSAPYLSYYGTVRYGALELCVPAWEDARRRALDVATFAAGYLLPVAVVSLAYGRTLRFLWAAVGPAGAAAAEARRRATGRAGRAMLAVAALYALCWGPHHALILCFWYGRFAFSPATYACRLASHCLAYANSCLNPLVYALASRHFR
# Starred values were filed as active, the others as inactive. An excerpt. The share of hits here may be higher or lower than overall.
SMILES,OXTR agonist,V1aR counter,GalR3 antag
CCOc1ccc(Oc2ccc(S(=O)(=O)N3CCOCC3)cc2NC(=O)C2=COCCO2)cc1,0.3,0.3,-3.6
COc1cc(OC)cc(-c2c(-c3ccsc3)c3cc(Br)ccc3n2C)c1,-0.2,0.7,-1.6
Cc1onc(-c2ccccc2)c1C(=O)NC1CCC(C)CC1 (stereo not drawn),-2.9,-1.5,1.4
CN(c1ccc(O)cc1)c1nc(O)c(C2=c3ccccc3=NC2=O)s1,-1.1,-0.7,-0.5
Cc1ccc(S(=O)(=O)N2CCOCC2)cc1C(=O)OCC(=O)NCCc1ccccc1,1.0,1.9,-3.0
CC(C)CCN1CCC(C)(NC(=O)c2ccccc2)C1=O (stereo not drawn),-0.2,0.1,-1.1
CC(=O)N1CCN(S(=O)(=O)c2cccc(C(=O)OCC(=O)N(CCC#N)c3ccc(F)cc3)c2)CC1,4.4,3.2,-7.1
CCOc1cc2c(cc1OCC)CN(CC(=O)Nc1ccccc1C(=O)NC1CC1)CC2,-1.9,-0.6,-4.0
COc1cc(OC)cc(-c2sc3ccc(OC)cc3c2C#CCCO)c1,-0.3,-0.4,-4.5
CCCCn1c(N)c(N(CCOC)C(=O)COC(=O)c2cc(CC)c(C)s2)c(=O)[nH]c1=O,0.6,0.4,-6.0
O=C(CCN=C1NS(=O)(=O)c2ccccc21)OCC(=O)c1ccc(F)c(F)c1,1.6,0.1,-0.9
CN(C)c1oc(-c2ccco2)nc1S(=O)(=O)c1ccc(Br)cc1,-2.5,-1.8,-5.2
CC(=O)Nc1ccc(S(=O)(=O)N(C)CC(=O)NC2CCCC(C)C2C)cc1 (stereo not drawn),0.2,0.6,-3.8
CCN(C[C@H]1N[C@@](Cc2ccccc2)(C(=O)OC)[C@H]2C(=O)N(Cc3ccccc3)C(=O)[C@@H]12)C(=O)c1ccc(C)cc1,0.8,0.3,-6.0
COc1ccc(Cc2nnc(SCC(=O)N(C)CC(=O)Nc3ccc(C)cc3)o2)cc1,-1.4,-0.3,-4.3
Nc1c(N(CCC2=CCCCC2)C(=O)c2ccc([N+](=O)[O-])o2)c(=O)[nH]c(=O)n1Cc1ccccc1,1.1,1.8,-3.6
Cc1ccc(NC(=O)CN(C)C(=O)COC(=O)c2nccnc2N)cc1,-0.7,0.8,-5.4
CN(C)S(=O)(=O)c1ccc(N2CCCC2)c(C(=O)OCC(=O)NC2CCCCC2)c1,-1.3,-1.0,0.9
N#Cc1ccc(OCC(=O)N2CCN(c3ccc(C(F)(F)F)cn3)CC2)cc1,11.4,9.7,-8.0
Cc1ccc(S(=O)(=O)N(C)C[C@@H]2Oc3ccc(NC(=O)Cn4cnnn4)cc3C(=O)N([C@@H](C)CO)C[C@H]2C)cc1,1.7,1.6,-3.8
NS(=O)(=O)c1ccc(NC(=O)CSc2nc3ccccc3c(=O)n2Cc2ccncc2)cc1,-0.1,0.1,-6.0
COc1ccc(C(=O)NNC(=O)c2cccs2)cc1S(=O)(=O)N1CCOCC1,1.0,1.1,-2.4
Oc1ccc(C[C@@H]2CNCCN2CCc2cccc(F)c2)cc1,0.7,1.7,-2.8
CN(Cc1ccccc1F)C(=O)c1ccc2c(=O)n3c(nc2c1)CCC3,-0.4,-0.8,-0.1
CC(OC(=O)CNC(=O)c1cccs1)C(=O)Nc1ccc(S(N)(=O)=O)cc1 (stereo not drawn),0.8,-0.5,1.2

# Next part
SMILES,OXTR agonist,V1aR counter,GalR3 antag
Cc1cc(C(=O)OCC(=O)Nc2cccc([N+](=O)[O-])c2)c(C)o1,1.3,1.5,-5.4
O=C(NNC(=O)c1cc2ccccc2[nH]1)OCc1ccccc1,0.2,0.5,-3.5
CCN(CC(=O)Nc1c(F)cccc1F)C(=O)COc1ccc2c(c1)CCC2,-2.3,-0.4,-4.0
N#Cc1ccc(OCC(=O)NCCN2CCOCC2)cc1,0.4,0.5,1.2
Cn1c(=O)c(C(=O)N2CCc3ccccc32)cc2cccnc21,0.0,-0.7,-4.8
O=C(NCCc1ccco1)c1ccc(OCc2cn3ccccc3n2)cc1,-0.6,0.7,-2.9
COc1ccc(C(=O)COC(=O)c2sc(C)nc2C)cc1Cl,10.2,8.7,-6.9
C[C@H](NC(=O)c1ccco1)C(=O)Nc1cc(S(=O)(=O)N2CCCC2)ccc1OCC(F)(F)F,1.3,1.9,-3.8
CC(C)(C)OC(=O)C[C@H]1C/C=C\C[C@H](CC(=O)NCCO)C(=O)N[C@@H](c2ccccc2)COC1=O,1.7,-0.3,-3.1
O=C(COC(=O)/C=C/c1ccccc1)NCc1ccc2c(c1)OCO2,1.5,3.0,-4.1
CS(=O)(=O)c1ccc(Cl)c(NC(=O)c2cccc(N3C(=O)CCC3=O)c2)c1,0.5,0.0,-5.4
CCc1nnc(NC(=O)c2ccc(-c3ccc(C(C)=O)cc3)o2)s1,0.0,0.9,-2.2
Cn1cccc1C(=O)NC1CCCCCC1,-1.4,0.1,0.0
CCOc1ccc(OCCC(=O)N2CCN(S(=O)(=O)c3cccc(F)c3)CC2)cc1,0.1,0.8,-5.0
CCOC(=O)[C@H]1[C@H]2COc3ccc(Br)cc3[C@@H]2N2C(=O)CN(Cc3ccco3)C(=O)[C@@]12C,0.7,-0.2,4.2
Cc1ccsc1C(=O)OCC(=O)NC1CC1,1.8,1.6,0.2
CN(CC(=O)Nc1ccccc1Cl)C(=O)c1ccccc1Sc1ccccc1C#N,-0.9,0.7,6.2
C=CC[C@@H](CC(=O)N[C@H](CO)Cc1ccccc1)C(=O)N[C@H](COC(=O)[C@@H](CC=C)CC(=O)OC(C)(C)C)Cc1ccccc1,1.0,1.3,-0.6
O=C(c1cccc(N2C(=O)c3ccccc3C2=O)c1)N1CCCC(C(F)(F)F)C1 (stereo not drawn),-0.5,-0.1,-3.5
O=C(NN1C(=O)NC2(CCCCC2)C1=O)c1ccc(Cl)c(Cl)c1,-0.6,0.3,1.6
CCc1ccc(OCC(=O)NNC(=O)c2cc(S(=O)(=O)N(C)C)ccc2N2CCCC2)cc1,-1.2,-1.2,-2.6
Cc1ccccc1C(=O)NCC(=O)OCC(=O)NC(C)C1CC2CCC1C2 (stereo not drawn),-0.8,-0.5,-0.4
O=C1C=C(c2ccc3c(c2)OCCO3)C[C@@H](c2ccc(F)cc2)C1,-1.0,-0.7,-5.9
O=C(COC(=O)c1ccccn1)Nc1cccnc1Cl,0.6,1.0,-2.9
CC(=O)c1cccc(NC(=O)C(C)OC(=O)Cc2c[nH]c3ccccc23)c1 (stereo not drawn),2.0,1.4,-5.1

# (cont.)
SMILES,OXTR agonist,V1aR counter,GalR3 antag
COc1ccccc1NS(=O)(=O)c1cc(NC(=O)c2ccccc2[N+](=O)[O-])ccc1N1CCOCC1,3.8,2.4,-1.0
O=C(C[C@H]1C/C=C\CC[C@H](Cc2ccc(F)cc2)C(=O)OCCNC1=O)NCCO,0.5,0.1,-2.4
COc1ccc(C(=O)NCC(=O)OCC(=O)NC2CCCCCC2)cc1OC,0.0,0.3,-4.8
COCCN(CC(=O)Nc1cccc(C)c1C)C(=O)c1oc2ccccc2c1C,-0.7,0.7,-8.6
COc1ccccc1C(=O)NC(CCSC)C(=O)N1CCN(C(C)=O)CC1 (stereo not drawn),-1.2,-0.4,2.1
COc1cccc(NC(=O)CSc2cccc[n+]2[O-])c1,2.2,3.2,-1.9
O=C(CNC(=O)c1ccco1)NNC(=O)c1cccc(Cl)c1,1.4,1.0,-7.4
COc1ccc([C@H]2CC(=O)C=C(c3ccc(CNC(=O)OC(C)(C)C)cc3)C2)cc1,9.2,6.7,-6.3
CC(Oc1ccc(C(C)(C)C)cc1)C(=O)NCC(c1ccco1)N1CCCC1 (stereo not drawn),1.6,2.4,1.0
Cc1ccc(S(=O)(=O)N2CCN(c3nn(C)c(=O)n(C)c3=O)CC2)cc1C,-0.9,0.7,-4.2
COc1ccc(NS(=O)(=O)c2ccc(C(=O)N3CCN(c4ccc(F)cc4)CC3)cc2)cc1,21.8*,15.6,-6.2
NC(=O)C1CCN(CC(=O)Nc2ccc3c(c2)OCCO3)CC1,2.3,1.2,-5.6
C[C@H](CO)N1C[C@H](C)[C@@H](CN(C)Cc2ccc(Oc3ccccc3)cc2)Oc2c(NC(=O)c3ccncc3)cccc2C1=O,1.0,0.4,-1.4
O=[N+]([O-])c1ccccc1CS(=O)(=O)c1ccccc1,0.0,-0.2,-0.1
CCOc1cc(/C=C2/N=C(c3ccc4c(c3)OCO4)OC2=O)ccc1OC(C)=O,0.6,0.3,3.4
CCSc1nnc(NC(=O)C2CCN(C(=O)c3ccc(F)cc3)CC2)s1,1.8,1.0,-4.9
O=C(C1CCC1)N1CCN(S(=O)(=O)c2ccc([N+](=O)[O-])cc2)CC1,0.3,0.4,-3.9
COc1ccc(-c2c(C#Cc3ccsc3)c3cc(-c4ccc(OC)c(F)c4)ccc3n2C)cc1,0.1,0.5,-3.0
COc1ccc(CCNC(=O)COC(=O)C2COc3ccccc3O2)cc1 (stereo not drawn),0.1,1.2,-7.8
CCOC(=O)[C@@H]1[C@H]2COc3ccccc3[C@@H]2N2C(=O)N(c3cccc(F)c3)C(=O)[C@@]12C,-1.5,0.6,-4.9
CC(=O)OC[C@H]1O[C@@H](O[C@H]2C[C@]3(C)C(C[C@@H](O)C4C([C@]5(C)CC[C@@H](C(C)(C)O)O5)CC[C@]43C)[C@@]3(C)CC[C@H](O)C(C)(C)C23)[C@H](O[C@@H]2O[C@@H](C)[C@H](O)[C@@H](O)[C@H]2O)[C@@H](O)[C@@H]1O (stereo partly drawn),0.9,0.2,-5.4
Cc1ccc(NC(=O)CN2C(=O)NC(C)(C3CC3)C2=O)c(C)c1 (stereo not drawn),0.2,0.3,-5.3
O=C(NCCC(=O)N(Cc1ccco1)Cc1cccs1)c1ccccc1Cl,0.6,0.6,-1.4
O=C(COC(=O)c1cc(=O)[nH]c2ccccc12)NCc1ccc(Cl)cc1,-1.7,-0.1,2.7
CCOc1ccc2nc(NC(=O)C3(C)CC3(Br)Br)sc2c1 (stereo not drawn),-2.5,-0.5,-4.3

# (further entries)
SMILES,OXTR agonist,V1aR counter,GalR3 antag
COC(=O)[C@]1(C)N[C@H](c2ccc(-c3cccc(Cl)c3)c(OC)c2)[C@@H]2C(=O)N(C)C(=O)[C@@H]21,5.5,3.1,-5.4
COC(=O)N[C@@H]1C[C@H]2[C@@H]3CC[C@H]4C[C@@H](OC)CC[C@]4(C)[C@H]3CC[C@@]12C,-0.1,0.8,0.9
C[C@@H](NC(=O)c1nc[nH]c1C(=O)N(C)Cc1ccccc1)c1ccccc1,-0.5,-0.4,-6.4
CC(Oc1ccc2c(-c3ccccc3)cc(=O)oc2c1)C(=O)NC(Cc1c[nH]c2ccccc12)C(=O)O (stereo not drawn),1.3,0.4,-0.5
CSCCCc1cn([C@@H](CO)C(=O)NCCCCCCCCCCC(=O)N2CCNCC2)nn1,-0.8,-0.5,-5.7
Cn1c(=O)c2c(ncn2CC(=O)OCC(=O)Nc2ccc(F)cc2F)n(C)c1=O,1.1,1.1,-3.8
O=C(c1cc(Br)ccc1OC(F)F)N1CCN2CCCC2C1 (stereo not drawn),0.0,-0.4,-4.6
CCN(C(=O)CSc1nc2ccc(OC)cc2[nH]1)C1CCS(=O)(=O)C1 (stereo not drawn),-0.5,-1.0,0.7
COc1ccc(S(=O)(=O)NC2CC(=O)N(c3ccccc3)C2)cc1C (stereo not drawn),1.4,1.4,-2.0
Cc1ccc(OCCNC(=O)CN2C(=O)NC3(CCCC3)C2=O)cc1,-0.6,0.8,-4.2
CC(OC(=O)CCN=C1NS(=O)(=O)c2ccccc21)C(=O)N(C)C1CCCCC1 (stereo not drawn),-1.1,1.2,-7.0
Cc1onc(-c2ccccc2)c1C(=O)NCCSCc1ccco1,-1.1,-0.1,-5.8
COc1cccc(CNC(=O)COC(=O)/C=C/c2ccc(SC)cc2)c1,6.5,6.2,-4.1
CC1(c2ccccc2)NC(=O)N(CC(=O)Nc2ccccc2N2CCCC2)C1=O (stereo not drawn),17.5,12.3,-4.6
CCOC(=O)N1CCN(C(=O)C2CCN(C(=O)Nc3ccccc3)CC2)CC1,2.2,1.9,-5.5
COc1ccc(-c2nc(NC(=O)C3CC(=O)N(Cc4ccco4)C3)sc2C)cc1 (stereo not drawn),9.3,8.7,-0.4
C#CCOCCOCCOCCNc1nc(N2CCN(C(=O)[C@H]([C@@H](C)O)n3cc(CCCCN)nn3)CC2)nc(N2CCN(C(=O)[C@H]([C@@H](C)CC)n3cc(CCCCN)nn3)CC2)n1,2.6,2.3,-2.6

# A different layout for some results above.
COc1ccc(S(=O)(=O)NC2CC(=O)N(c3ccccc3)C2)cc1C (stereo not drawn)
  OXTR agonist: 1.4
  V1aR counter: 1.4
  GalR3 antag: -2.0

Cc1ccc(OCCNC(=O)CN2C(=O)NC3(CCCC3)C2=O)cc1
  OXTR agonist: -0.6
  V1aR counter: 0.8
  GalR3 antag: -4.2

CC(OC(=O)CCN=C1NS(=O)(=O)c2ccccc21)C(=O)N(C)C1CCCCC1 (stereo not drawn)
  OXTR agonist: -1.1
  V1aR counter: 1.2
  GalR3 antag: -7.0

Cc1onc(-c2ccccc2)c1C(=O)NCCSCc1ccco1
  OXTR agonist: -1.1
  V1aR counter: -0.1
  GalR3 antag: -5.8

# Part of the list above in order of formula weight, smallest number first:
SMILES,OXTR agonist,V1aR counter,GalR3 antag
O=C(c1cc(Br)ccc1OC(F)F)N1CCN2CCCC2C1 (stereo not drawn),0.0,-0.4,-4.6
COc1ccc(-c2nc(NC(=O)C3CC(=O)N(Cc4ccco4)C3)sc2C)cc1 (stereo not drawn),9.3,8.7,-0.4
CSCCCc1cn([C@@H](CO)C(=O)NCCCCCCCCCCC(=O)N2CCNCC2)nn1,-0.8,-0.5,-5.7

# High-throughput results deposited in PubChem BioAssay by The Scripps Research Institute Molecular Screening Center.
